E coli growth = counter-screen for AddAB inhibitors: E. coli growth inhibition; E. coli V3065 growth, OD600 absorbance, 18 h; inhibition, % at 11.9 µM; actives 0.27% (n = 330,000);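 active means inhibition above the campaign's mean inhibition across all tested compounds plus 3 SD, cut at about 9.9% in these data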;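 further: uninfected addAB+ strain grown without phage in ampicillin broth; 0% = DMSO wells and 100% = ciprofloxacin 0.95 µg/ml wells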
Tat export inh = E. coli Tat transport inhibition; E. coli MC4100 TorA-mCherry Tat export, fluorescence; inhibition, % at 10 µM; actives 0.036% (n = 340,000);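 active means mean replicate inhibition at least 50% and at least half of replicates individually reaching 50%; inconclusive means only one of the two criteria met; inactive means neither criterion met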;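 further: exported cargo escapes ClpAP degradation while cytoplasmic cargo is degraded and loses fluorescence; 0% = median of neutral control wells and 100% = median of NaSCN control wells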
DAGLB inhibitor = diacylglycerol lipase beta (human) inhibition; Q8NCG7; HEK293T DAGLB membrane lysate, EnzChek fluorogenic substrate; inhibition, % at 5.17 µM; actives 0.059% (n = 340,000); in the data active means inhibition above about 34%;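 further: 0% = enzyme with vehicle and 100% = wells lacking enzyme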
Target sequence (Q8NCG7 whole entry, looked up): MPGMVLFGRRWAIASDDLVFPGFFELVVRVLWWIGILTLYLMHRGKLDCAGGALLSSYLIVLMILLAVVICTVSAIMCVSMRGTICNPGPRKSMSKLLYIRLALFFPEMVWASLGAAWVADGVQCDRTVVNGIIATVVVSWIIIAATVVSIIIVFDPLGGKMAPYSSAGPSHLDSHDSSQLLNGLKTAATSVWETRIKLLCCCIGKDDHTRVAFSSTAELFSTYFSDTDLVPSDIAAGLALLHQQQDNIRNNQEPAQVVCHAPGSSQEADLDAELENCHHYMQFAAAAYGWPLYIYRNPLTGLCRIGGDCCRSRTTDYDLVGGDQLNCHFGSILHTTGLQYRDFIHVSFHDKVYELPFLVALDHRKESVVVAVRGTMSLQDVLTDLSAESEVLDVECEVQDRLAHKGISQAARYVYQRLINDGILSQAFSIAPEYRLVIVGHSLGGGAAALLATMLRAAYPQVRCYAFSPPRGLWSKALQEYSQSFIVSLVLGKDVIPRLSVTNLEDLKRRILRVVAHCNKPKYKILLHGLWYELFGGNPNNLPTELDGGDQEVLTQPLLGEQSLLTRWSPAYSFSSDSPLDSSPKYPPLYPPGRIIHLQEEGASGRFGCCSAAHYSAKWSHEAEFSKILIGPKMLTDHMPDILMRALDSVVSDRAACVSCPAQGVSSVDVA
PvdQ acylase = P. aeruginosa PvdQ acylase inhibition; purified PvdQ acylase, fluorescence plate reader; inhibition, % at 10 µM; actives 0.063% (n = 340,000); in the data active means inhibition above about 30%, passing the limit was not always enough; inconclusive means no clear call, values can overlap the other calls;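 further: 0% = vehicle neutral wells and 100% = reference inhibitor wells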
PfHsp90 yeast 2 = inhibits growth of yeast expressing Plasmodium falciparum Hsp90 | S. cerevisiae expressing PfHsp90, BacTiter-Glo ATP, 48 h; yeast lacking PDR1 and PDR3 efflux regulators | inhibition, % at 9.4 µM | actives 0.32% (n = 310,000);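 active means every replicate shows inhibition above about 80%, whatever the replicate mean, limit read from the data; inconclusive means mean inhibition reaches the set limit but some replicate falls short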;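 further: 0% = DMSO neutral controls and 100% = 20 µM radicicol positive controls; yeast relying on Plasmodium falciparum Hsp90 in place of its own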
phage Ecoli inh = E. coli growth loss with phage present; growth absorbance; inhibition, % at 11.9 µM; actives 0.26% (n = 360,000); AID 651602; in the data active means inhibition above about 11%
Wnt bcat act = Wnt/beta-catenin pathway activation. Wnt/beta-catenin reporter cell assay, activator, plate reader. activation, % at 9.35 µM. actives 1.2% (n = 300,000); in the data active means activation above about 30%, passing the limit was not always enough; inconclusive means no clear call, values can overlap the other calls;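 further: 0% = neutral control wells and 100% = positive control wells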
AddAB inh = less growth of phage-infected E. coli with AddAB. inhibition, % at 11.9 µM. actives 0.29% (n = 330,000). E. coli expressing H. pylori AddAB, absorbance growth; in the data active means inhibition above about 12%;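 further: 0% = vehicle wells of infected cells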
Rtt109 Vps75 = blocks Candida albicans Rtt109/Vps75 acetyltransferase activity; actives 0.16% (n = 330,000); purified Rtt109/Vps75, ThioGlo CoA-SH fluorescence, 4 h; Q5AAJ8; inhibition, % at 34.9 µM;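 active means inhibition of at least 50% in every replicate; inconclusive means best replicate reaches 50% inhibition but some replicates fall short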
Target sequence (Q5AAJ8 whole entry, looked up): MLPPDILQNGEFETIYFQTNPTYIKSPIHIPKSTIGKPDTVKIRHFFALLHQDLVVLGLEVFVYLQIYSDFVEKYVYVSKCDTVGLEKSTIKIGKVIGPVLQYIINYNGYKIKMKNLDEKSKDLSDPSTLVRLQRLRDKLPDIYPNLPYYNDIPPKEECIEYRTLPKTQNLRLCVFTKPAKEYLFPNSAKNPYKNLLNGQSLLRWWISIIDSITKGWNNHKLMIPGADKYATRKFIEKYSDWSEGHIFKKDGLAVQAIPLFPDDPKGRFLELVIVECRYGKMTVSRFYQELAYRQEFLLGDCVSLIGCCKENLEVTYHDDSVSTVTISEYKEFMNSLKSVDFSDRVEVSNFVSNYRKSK
CAL PDZ FP = blocks peptide binding to human CAL PDZ domain | Q9HD26 | purified CAL PDZ, TMR-peptide fluorescence polarization, 1 h | actives 0.02% (n = 330,000) | inhibition, % at 20 µM | AID 504414;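 active means highest replicate inhibition of at least 40%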;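 further: plate controls were DMSO neutral control wells for no effect and unlabeled competitor peptide control wells for full effect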
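Read-out basis: mP drop reported as inhibition | Assay system: Tagged CAL PDZ protein CerCALP, purified | Benchmarks: Unlabelled peptide for full inhibition, DMSO wells as neutral | Schedule: 1 h incubation at room temperature before polarization reading | Buffer or medium: Sodium phosphate/NaCl buffer pH 7.4 with TCEP, IgG, Thesit | Doses: Single point, 20 µM | Measured by: Fluorescence polarization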
* hit, by the source's call; ? = inconclusive; nt = not tested or not shown. Rows were taken by chance; 1.9% or so of the library scored in one or more.

SMILES	E coli growth	Tat export inh	DAGLB inhibitor	PvdQ acylase	PfHsp90 yeast 2	phage Ecoli inh	Wnt bcat act	AddAB inh	Rtt109 Vps75	CAL PDZ FP
O=C(COC(=O)C1CCN(S(=O)(=O)c2cccs2)CC1)Nc1ccccc1Br	-2.8	-5	-3	-14	-11	4.3	-1	0.8	-1	-0.1
COc1ccc(CC(=O)O/N=C(\N)Cc2cccc3ccccc23)cc1	-0.2	7	-11	-10	0	1.1	-2	4.5	nt	-2.0
O=C(O)c1ccccc1C(=O)Nc1ccc(S(=O)(=O)N2CCCC2)cc1	-0.8	3	-3	7	12	-0.2	7	3.3	32	-1.5
NC(=O)c1ccsc1NC(=O)c1nc(-c2ccccc2)n(-c2ccccc2)n1	-2.1	-10	2	-10	-13	1.5	-4	0.3	-6	-4.3
COc1ccccc1CN(C)C(=O)c1ccc(S(=O)(=O)NCc2ccco2)cc1	3.2	-2	-1	-11	-6	2.1	-5	-0.2	2	-0.4
COc1ccc(-c2sc3cc(OC)c(OC)cc3c2C#CC2(O)CCCCC2)cc1	0.6	-2	-1	-9	-9	1.3	-6	-0.8	2	-0.2
CCCSCCCNC(=O)CC1Oc2ccccc2NC1=O (configuration not stated)	0.6	15	0	-2	21	4.2	-6	4.2	4	-2.0
Nc1nc2ccccc2n1/N=C/c1cccnc1	-0.6	-1	2	5	-9	1.9	nt	-2.5	16	-2.2
CCn1cc(CN2CCC(n3nccc3NC(=O)CCCc3ccccc3)CC2)c(C)n1	-1.9	-4	1	-6	-10	2.0	-1	0.6	2	0.0
CCc1noc(C)c1C(=O)N1CCCC(C(=O)c2cc(F)ccc2F)C1 (configuration not stated)	0.2	3	-2	0	-7	3.6	-11	1.7	nt	-2.4
COC(=O)c1ccc(C(=O)OC)c(NC(=O)/C=C/C(=O)O)c1	1.8	-3	-5	-1	-6	2.8	0	0.6	-8	-2.6
O=C1C(=C(I)I)c2ccccc2-c2ccccc21	nt	-10	-18	12	106*	7.8	-6	nt	9	0.4
COc1cc(/C=C/C(=O)O)cc(S(=O)(=O)Nc2ccccc2C(=O)NCCc2ccccc2)c1OC	-5.9	3	-5	0	16	-3.6	3	1.1	-8	-2.3
O=C(CN(CC1CCCO1)C(=O)CCC(=O)Nc1ccccn1)NCC1CCCO1 (configuration not stated)	2.0	-8	-3	-10	-10	1.6	-1	3.5	-5	-0.9
COc1ccc(-n2c(=O)c(CCC(=O)N3CCC(C)CC3)nc3ccccc32)cc1	3.9	-4	-4	-11	1	1.7	-3	0.3	5	-1.2

Reprinted at random: 3 records from the list, in no set order.
SMILES	E coli growth	Tat export inh	DAGLB inhibitor	PvdQ acylase	PfHsp90 yeast 2	phage Ecoli inh	Wnt bcat act	AddAB inh	Rtt109 Vps75	CAL PDZ FP
Nc1nc2ccccc2n1/N=C/c1cccnc1	-0.6	-1	2	5	-9	1.9	nt	-2.5	16	-2.2
NC(=O)c1ccsc1NC(=O)c1nc(-c2ccccc2)n(-c2ccccc2)n1	-2.1	-10	2	-10	-13	1.5	-4	0.3	-6	-4.3
O=C(CN(CC1CCCO1)C(=O)CCC(=O)Nc1ccccn1)NCC1CCCO1 (configuration not stated)	2.0	-8	-3	-10	-10	1.6	-1	3.5	-5	-0.9

Next results follow.
SMILES	E coli growth	Tat export inh	DAGLB inhibitor	PvdQ acylase	PfHsp90 yeast 2	phage Ecoli inh	Wnt bcat act	AddAB inh	Rtt109 Vps75	CAL PDZ FP
Cn1c([N+](=O)[O-])cnc1N1CCN(c2nncs2)C1=O	7.7	0	-3	-15	-10	4.1	-1	7.9	3	-1.0
O=C(NNc1ncnc2c1cnn2-c1ccccc1)c1cccs1	-0.3	?	2	-13	nt	0.5	0	-1.4	-1	-2.8
COc1ccc(NC(=O)C(CC(=O)O)Cc2ccc(Cl)cc2)cc1 (configuration not stated)	1.6	5	-1	-8	-12	1.8	0	1.9	-10	-0.7
Cc1nc2cc(C(=O)N3CCN(C)CC3)ccc2n1C	nt	-2	1	-11	15	-1.9	-2	nt	-26	-0.1
CCc1cccc(C)c1NC(=S)NCc1cccn1C	0.7	-9	-1	0	27	3.4	1	-0.2	5	-2.7
CCN(CC)CCN(C(=O)C1=COCCO1)c1nc2ccc(C)cc2s1	0.2	0	-4	13	-5	3.0	1	1.0	3	-3.3
COc1ccc(N=Nc2nc3ccc(Br)cc3n2C)cc1	-1.2	4	-23	-9	9	0.8	nt	2.8	4	-0.8
CC(=O)Cn1nnc2sc3c(c2c1=O)CCC(C(C)(C)C)C3 (configuration not stated)	1.9	7	-6	-4	-41	4.0	3	1.0	-1	2.1
CCOC(=O)c1c(C)c(C(=O)NC2CCCCC2)c(C)n1CC	nt	1	-3	-17	9	3.0	-5	nt	-15	-1.4
CC(NC(=O)c1cc2ccccc2oc1=O)c1ccccc1 (configuration not stated)	-1.7	2	-3	-3	-9	1.6	7	1.8	2	-1.2
C=CCNC(=O)c1onc(CSc2cccc(OC)c2)c1C(=O)NCC=C	-0.9	4	-2	-19	nt	2.1	-2	3.0	0	-0.5
Clc1ccc(CO/N=C2\CCCc3nonc32)c(Cl)c1	-1.4	-10	-10	-12	16	4.3	-2	0.5	1	-0.6
N#Cc1c2n(c3c(=O)n(CC(=O)c4ccc(Br)cc4)cnc13)CCCC2	1.1	2	0	-12	16	2.1	2	0.6	3	0.6
O=C(Nc1ccccc1C(=O)NCCc1ccc(O)cc1)c1ccco1	3.6	-3	1	-9	16	1.8	2	-1.1	3	-3.8
O=[N+]([O-])c1cc([N+](=O)[O-])c(N2CCCCCC2)cc1NCCO	0.2	3	1	14	0	1.3	nt	-0.2	4	-1.1
O=C(NCc1cccs1)C(=O)c1cn(CC(=O)N2CCOCC2)c2ccccc12	0.0	-5	2	-7	13	-1.7	-1	0.2	0	-0.9
COc1ccc(N2CCN(S(=O)(=O)c3cccc4nsnc34)CC2)cc1	2.7	8	0	-7	-13	1.2	nt	-0.3	-3	-0.8
O=C(c1ccccc1)N(Cc1cccc(Br)c1)C1CCS(=O)(=O)C1 (configuration not stated)	-0.2	-3	0	-12	20	1.5	-2	4.1	-4	-3.8
Cc1ccc(C(=O)CSc2nc(C)cc(SCc3nnc(-c4ccccc4)o3)n2)cc1	-1.4	1	1	-6	-16	3.1	0	1.6	-2	-1.0
O=C(NCc1nnc(SCC(=O)N2CCCCC2)o1)c1ccc(F)cc1	1.7	-3	-2	-10	6	-0.8	4	3.5	-1	0.0
O=C(NCCCn1ccnc1)C(=O)NCC1OCCCN1S(=O)(=O)c1ccc(Cl)cc1 (configuration not stated)	-0.8	3	3	-3	10	-1.5	18	-2.3	2	-0.7
COc1ccc(Cl)cc1NC(=O)c1noc2c1CCCC2	1.7	-7	-25	-13	-18	0.1	0	2.0	-10	-2.9
NC(=O)c1c(NC(=O)C(=O)N2CCOCC2)sc2c1CCC2	-0.4	?	0	4	10	2.2	-1	1.6	7	-2.2
O=C(CCCCCNC(=O)c1ccccc1)N/N=C/c1ccc(O)cc1O	-0.3	-2	0	6	nt	1.1	nt	2.1	7	-0.3
COc1cccc(OC)c1C(=O)Nc1cccc(C(C)=O)c1	-1.1	4	-2	-12	5	3.4	-2	0.8	-10	-2.0
COC(=O)c1ccccc1NC(=O)CN1CCN(Cc2ccccc2)CC1	0.3	-10	1	-7	17	4.2	0	-0.5	2	-1.8
COc1ccc(Cl)cc1C(=O)NCCN1CCOCC1	-0.6	-10	0	-2	20	2.2	0	2.5	-1	-0.2
COc1ccc(-n2c(N)c(C(=O)NCc3ccco3)c3nc4ccccc4nc32)cc1	-3.0	-1	2	-12	-4	0.6	nt	-2.5	-115	-2.0
CN(C(=O)c1cccc(S(=O)(=O)N2CCCC2)c1)C1CCCCC1	1.8	1	2	-1	7	1.6	-2	1.0	2	0.4
CC(=O)Nc1nc(COc2ccc3ccccc3c2)cs1	0.4	-10	-2	-13	-48	3.5	55*	0.4	-1	-1.5
CCCCCC(=O)N/N=C(\C)c1ccc(NC(=O)c2ccco2)cc1	2.2	1	1	-9	5	-9.9	nt	2.1	-10	-0.9
CCOC(=O)Cc1cc(=O)c2c(=O)n(-c3ccccc3)[nH]c2[nH]1	1.2	-9	-4	-13	-2	3.4	1	-1.3	12	0.1
CCCCCCCNC(=O)C1CC(=O)N(C)C(=Nc2ccc(OC)cc2)S1 (configuration not stated)	0.2	7	-4	-6	-15	1.1	nt	2.0	-3	-1.6
CSc1nnc(CCCCCCCCc2nnc(SC)o2)o1	-1.1	-5	-1	-12	8	1.6	-1	1.7	4	-1.0
OCC1(CCc2ccccc2)CCN(Cc2cccn2-c2cccnc2)CC1	1.2	-5	-1	5	-3	5.5	0	5.7	5	0.1
CCOC(=O)C1CCCN(C(=O)c2csc(-c3ccc4c(c3)CCO4)n2)C1 (configuration not stated)	-0.3	-1	-2	-12	-10	3.0	5	0.3	-4	-0.8
COc1cc(OC)c2ccc(=O)oc2c1C(CCN1CCCC1)c1ccc2c(c1)OCO2 (configuration not stated)	-2.5	0	0	-8	-25	3.0	0	-0.7	4	-2.2
Cc1ccc(OCC(=O)NC2CCCC(C)C2C)c([N+](=O)[O-])n1 (configuration not stated)	1.1	2	0	-6	23	0.3	2	2.0	7	-2.1
CCC(NC(=O)c1cc(COc2ccc(Cl)cc2OC)on1)c1ccncc1 (configuration not stated)	-0.4	2	1	-10	-14	-1.4	22	-0.4	0	-2.6
Cc1ccc(CN2CCN(Cc3ccc4cc(F)ccc4n3)CC2CCO)o1 (configuration not stated)	-0.4	-2	-4	-18	-18	2.5	2	-0.7	-8	-3.6
Nc1nonc1C(=O)N/N=C/c1cc2c(cc1Br)OCO2	3.6	6	-1	-5	-10	-1.5	-1	1.1	-12	-2.3
S=c1[nH]nc(-c2ccc(Br)o2)n1Cc1ccccc1	-2.0	4	-2	0	0	nt	-1	0.7	7	-0.4
COc1cc(NC(=O)c2cccc3c2C(=O)N(C2CCCCC2)C3)cc(OC)c1OC	-0.2	11	1	15	8	-1.6	1	3.2	15	-2.2
CCS(=O)(=O)Nc1ccc(Cc2ccncc2)cc1	-0.4	6	0	-13	3	0.8	-3	1.1	0	-2.1
O=S1(=O)NC(c2ccccc2)CC(CC2CCCCC2)O1 (configuration not stated)	1.4	9	7	0	-7	2.5	2	3.9	3	0.3
Cc1ccc(S(=O)(=O)CC(=O)Nc2sc(C)c(C)c2C(N)=O)cc1	-0.1	-3	4	-10	-34	4.1	2	0.1	-6	-0.4
CCCCCNS(=O)(=O)c1cc(C)ccc1OC	3.8	-5	0	-7	8	6.5	nt	3.3	1	1.2
O=C(NCc1ccc2c(c1)OCO2)C(=O)NC1CCCCC1	2.8	-8	-1	-10	3	2.2	0	-0.6	-7	-2.0
CCc1nnc(NC(=O)c2ccc3c(c2)C(=O)N(C(C)(C)C)C3=O)s1	1.9	3	2	-12	-45	3.9	nt	4.1	2	-1.1
ONC(=Nc1ccccc1Cl)c1ccccc1Cl	-0.9	2	-2	10	11	1.6	2	-1.4	0	-0.5
Cc1ccccc1OCC(=O)Nc1ccncc1	-1.4	1	-1	-12	0	-2.9	-3	1.6	-9	0.3
COc1cc(CNCc2ccccn2)ccc1OCc1ccc(Cl)cc1	-5.0	-7	0	-11	-13	1.8	-1	2.2	-6	-0.1
